EBV gp42 inh – Epstein-Barr virus gp42 inhibitors, primary screen, biochemical, uHTS, fluorescence polarization | Fluorescence polarization binding assay, mP read-out | inhibition, % (tested at 21.74 µM) | 220,000 tested, 0.42% active | AID 1085, 2008; in the data active = inhibition above about 50%
Target sequence (Q1HVG2 whole entry, looked up): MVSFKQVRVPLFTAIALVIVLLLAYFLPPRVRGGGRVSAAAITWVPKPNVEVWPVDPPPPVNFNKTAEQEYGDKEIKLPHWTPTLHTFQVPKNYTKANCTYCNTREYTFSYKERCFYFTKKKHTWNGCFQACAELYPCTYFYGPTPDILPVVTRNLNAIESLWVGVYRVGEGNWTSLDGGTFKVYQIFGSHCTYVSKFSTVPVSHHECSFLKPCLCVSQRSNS
Runt-CBFb FRET – inhibitors of RUNX1 Runt–CBFb binding, primary screen, biochemical, FRET, Cerulean-Runt, Venus-CBFb, uHTS; 220,000 tested, 0.46% active; Runt-related transcription factor 1 (Homo sapiens) + Core-binding factor subunit beta …; inhibition, % at 20 µM; Cerulean-Runt/Venus-CBFb FRET ratio 530/480, 1 h;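 active = inhibition over about 50% at 20 µM in the single-dose screen, limit read from the data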;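 note: 0% = DMSO wells and 100% = excess unlabeled CBFb competitor control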
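System: Cerulean-labeled Runt domain protein | Quantity: 100 nM of each labeled protein | Schedule: 1 h compound exposure, room temperature | Detection: Fluorescence energy transfer, 422 nm excitation, 530/480 nm emission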
Runt-SMMHC FRET – inhibitors of RUNX1 Runt–CBFb-SMMHC binding, primary screen, biochemical, FRET, Cerulean-Runt, Venus-CBFb-SMMHC, uHTS; 220,000 tested, 0.74% active; Cerulean-Runt/Venus-CBFb-SMMHC FRET ratio 530/480, 1 h; inhibition, % at 20 µM; AID 1434, 2008; Runt-related transcription factor 1 (Homo sapiens) + Core-binding factor subunit beta …;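 active = mean inhibition across duplicate retests at 20 µM reaching about 50%, limit read from the data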;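 note: 0% = DMSO wells and 100% = wells with excess untagged CBFb-SMMHC; inhibitors lower the FRET ratio by blocking Runt binding to CBFb-SMMHC; some results filed as inactive read as strong as hits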
MDM2 E3 inh – MDM2-luciferase reporter signal enhancers, primary screen, MDM2 E3 ligase inhibitor project, cell-based, luminescence, 1536-well. E3 ubiquitin-protein ligase Mdm2 (Homo sapiens), Q00987. cell-based MDM2 ubiquitination luciferase reporter, 2 h; 0 = plate control, 100 = twice control, blank-subtracted. signal enhancement, % at 5 µM. 210,000 tested, 0.11% active;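 active = signal enhancement of 30% or more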;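 note: luminescence tracks abundance of the self-degrading MDM2-luciferase fusion protein; higher signal means inhibition of MDM2 E3 ligase activity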
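Assay system: stable mammalian line carrying autodegrading MDM2–luciferase fusion reporter; Input: 2000 cells in each well; Compound dosing: single-point 5 µM; Schedule: 2 h compound exposure at 37 °C; Signal: SteadyLite luciferase luminescence after 15 min room-temperature reagent incubation; Evaluation: % luminescence enhancement versus blank-corrected plate control mean; Benchmarks: plate controls and plate blanks.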
TbHK1 inh – Trypanosoma brucei hexokinase 1 inhibitors, primary screen, biochemical, G6PDH-coupled NADH absorbance, MLSCN library; AID 1430, 2008; 220,000 tested, 0.11% active; recombinant TbHK1, G6PDH-coupled NADH A340; inhibition, % at 10 µM;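 active = inhibition of 50% or more in the single-dose primary screen; inactive = inhibition below 50%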
14-3-3 Bad inh – inhibitors of 14-3-3 zeta/Bad binding, primary screen, biochemical, TR-FRET, bovine 14-3-3 zeta; 14-3-3 protein zeta/delta (Bos taurus), P63103; TR-FRET 14-3-3zeta/Dy647-pBad peptide displacement, 1 h; 220,000 tested, 0.71% active; inhibition, % at 21.7 µM;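 active = inhibition above about 70%, limit read from the data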;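 note: 0% = full 14-3-3 plus peptide FRET controls and 100% = background without 14-3-3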
Target sequence (P63103 whole entry, looked up): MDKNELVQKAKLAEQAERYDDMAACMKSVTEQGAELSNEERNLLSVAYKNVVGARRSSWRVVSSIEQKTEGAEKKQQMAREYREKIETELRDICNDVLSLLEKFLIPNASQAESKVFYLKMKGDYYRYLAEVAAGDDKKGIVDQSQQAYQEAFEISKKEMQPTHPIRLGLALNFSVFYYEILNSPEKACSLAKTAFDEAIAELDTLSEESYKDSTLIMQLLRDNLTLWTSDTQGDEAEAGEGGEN
zVAD death inh – inhibitors of zVAD-triggered necroptosis, primary screen, L929 cells. viability rescue, % at 10 µM. L929 zVAD necroptosis rescue, ATP luminescence, 24 h; with zVAD 60 µM. 220,000 tested, 0.38% active. AID 1377, 2008;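 active = activation, scaled between plate controls, above about 75%, limit read from the data; inactive = activation under that limit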;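 note: 0% = zVAD with DMSO and 100% = DMSO alone without zVAD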
Hck Nef HTS – inhibitors of Nef-activated human Hck kinase, primary screen, biochemical, Z-Lyte FRET, 384-well, Hck-YEEI | AID 463187, 2010 | Tyrosine-protein kinase HCK (Homo sapiens), P08631 | Recombinant Hck-YEEI plus Nef, Z-Lyte FRET kinase assay | 220,000 tested, 0.68% active | inhibition, % at 20 µM;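 active = Hck-Nef kinase inhibition above about 50%, limit read from the data; inactive = inhibition below that limit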;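 note: 0% = DMSO with Hck plus Nef and 100% = Hck alone without Nef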
Target sequence (P08631 whole entry, looked up): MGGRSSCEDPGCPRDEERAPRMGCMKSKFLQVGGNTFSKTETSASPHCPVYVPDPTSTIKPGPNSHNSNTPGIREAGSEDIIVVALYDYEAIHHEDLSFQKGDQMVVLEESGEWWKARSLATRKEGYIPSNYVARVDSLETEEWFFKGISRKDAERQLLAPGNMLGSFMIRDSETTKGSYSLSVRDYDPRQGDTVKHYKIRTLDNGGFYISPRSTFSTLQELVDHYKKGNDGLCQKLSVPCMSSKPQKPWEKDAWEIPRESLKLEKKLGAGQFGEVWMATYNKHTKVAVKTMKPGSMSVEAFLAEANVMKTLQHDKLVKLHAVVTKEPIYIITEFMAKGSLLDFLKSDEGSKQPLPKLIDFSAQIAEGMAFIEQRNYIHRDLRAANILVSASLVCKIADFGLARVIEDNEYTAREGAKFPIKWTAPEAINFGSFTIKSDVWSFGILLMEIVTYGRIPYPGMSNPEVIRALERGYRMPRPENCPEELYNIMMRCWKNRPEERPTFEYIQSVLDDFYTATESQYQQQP
p47phox inh – p47phox/p22phox peptide binding inhibitors, primary screen, biochemical, uHTS, NADPH oxidase regulatory subunit; Neutrophil cytosol factor 1 (Homo sapiens), P14598; fluorescence polarization, 2 h; inhibition, % at 24.7 µM; 220,000 tested, 0.53% active; AID 1274, 2008;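 active = inhibition above about 30%, limit read from the data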;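 note: 0% = p47phox with labelled peptide and 100% = labelled peptide alone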
* marks the source's active call; other numbers are inactive results; x = no result given; [ ] = remark or other dose. This is a random part of the collection; overall some 3.2% were active at least once.

no.	SMILES	EBV gp42 inh	Runt-CBFb FRET	Runt-SMMHC FRET	MDM2 E3 inh	TbHK1 inh
1	O=C(COC(=O)C1COc2ccccc2O1)Nc1cccc(S(=O)(=O)N2CCCCC2)c1 (stereo not given)	0	-1	0	-14	11
2	CCC(=O)Nc1cccc(NC(=O)c2cccc([N+](=O)[O-])c2C)c1	-22	2	-5	-14	-3
3	CCc1cccc(NC(=O)CN(C)S(=O)(=O)c2cccs2)c1	-13	-1	-2	-14	-6
4	O=C(C1CCCN(S(=O)(=O)c2cccc3nonc23)C1)N1CCN(c2ccccc2Cl)CC1 (stereo not given)	-12	1	4	-11	-1
5	Cc1csc(NC(=O)CN2C(=O)C3CC=CCC3C2=O)n1 (stereo not given)	-9	0	2	-8	7
6	O=c1[nH]c2cc3c(cc2cc1CN(Cc1nnnn1C1CCCC1)C1CCCC1)OCCO3	10	-75	-11	-14	-21
7	COC(=O)Cn1c(=NC(=O)c2cccc(OC)c2)sc2cc(OC)ccc21	2	-1	-4	-15	1
8	COc1ccc(C[C@H]2CN3C(=NC[C@@H]3Cc3ccccc3)N2CCNC(=O)CCC2CCCCC2)cc1	-5	0	-1	x	13
9	COc1ccc(C)cc1NC(=O)CN1CCN(CC(=O)Nc2ccccc2F)CC1	-2	-1	-17	-9	-8
10	CCN(CC)CCCNC(=O)C1CCCN(c2nnc(N3CCCC3=O)s2)C1 (stereo not given)	-5	0	3	-15	12

no.	14-3-3 Bad inh	zVAD death inh	Hck Nef HTS	p47phox inh
1	3	-0.7	12	-12
2	5[fluorescence artefact?]	0.2	1	-10
3	-17	6.0	20	-12
4	2[fluorescence artefact?]	x	1	-34
5	6	0.8	-17	-7
6	-10	0.9	1	3
7	-1	2.6	3	-17
8	-6	3.2	0	-5
9	-11	0.0	1	-5
10	-16[fluorescence artefact?]	-0.6	0	-20

Remaining list, next part.
no.	SMILES	EBV gp42 inh	Runt-CBFb FRET	Runt-SMMHC FRET	MDM2 E3 inh	TbHK1 inh
11	COC(=O)Cn1c2[n+](c3ccccc31)CC(O)CS2 (stereo not given)	-16	-2	2	-14	5
12	O=[N+]([O-])c1ccc(O)c(C(C#Cc2ccccc2)N2CCOCC2)c1 (stereo not given)	6	-1	3	-7	-13
13	CCCn1nnc(NC(=O)/C=C/c2ccccc2)n1	-5	0	-1	-1	0
14	Cc1cc(C)c(NC(=O)C(=O)NCc2ccco2)c(C)c1	5	2	0	-6	4
15	O=C(CCc1nnc(-c2ccc3c(c2)OCO3)o1)NC(c1cccnc1)C(F)(F)F (stereo not given)	-13	1	3	21	2
16	COC(=O)COc1ccc2cccc(-n3cnnn3)c2c1	-9	-3	-3	-11	11
17	COC(=O)c1ccc(NC(=O)Nc2ccc(OC)cc2)cc1	-14	0	-4	-3	-1
18	Brc1ccc2[nH]c3c(N4CCc5ccccc5C4)ncnc3c2c1	-6	0	2	-3	-8
19	O=C(Nc1ccc2ncccc2c1)c1ccccc1Cl	-35	-6	4	0	0
20	Cc1nc(C#N)c(NCc2ccc3c(c2)OCO3)o1	-8	-2	-4	5	5

no.	14-3-3 Bad inh	zVAD death inh	Hck Nef HTS	p47phox inh
11	-1[fluorescence artefact?]	0.0	0	9
12	3	0.9	0	-19
13	0	1.4	-70	-5
14	-12	1.1	27	3
15	0	0.5	21	1
16	8	1.8	19	-8
17	-10	83*	17	-3
18	-20[fluorescence artefact?]	-0.1	2	-35
19	0	0.2	17	-1
20	1[fluorescence artefact?]	1.8	1	-16

Later entries
no.	SMILES	EBV gp42 inh	Runt-CBFb FRET	Runt-SMMHC FRET	MDM2 E3 inh	TbHK1 inh
21	CCN1C(=O)CC(Sc2ccccc2C(=O)O)C1=O (stereo not given)	-3	2	1	-6	22
22	N[C@@H](Cc1ccc(O)cc1)c1nnc([C@H](CO)NC(=O)C2CCNCC2)o1	-11	-1	-2	x	-6
23	Cc1cc(C(=O)N/N=C/c2ccc[nH]2)no1	5	2	-1	-10	-36
24	Cc1csc2ncnc(NC3CCN(Cc4ccccc4)CC3)c12	-9	1	-6	-40	1
25	COc1cccc(OC)c1C1=NC(C)(C)CO1	5	1	-2	-4	6
26	CCOC(=O)C1=C(CSc2nccn2C)NC(=O)NC1c1ccc(OC)cc1 (stereo not given)	-4	-3	-1	-14	0
27	COc1ccccc1-c1cc(C(=O)N/N=C/c2sccc2C)c2ccccc2n1	-2	-1	0	7	-18
28	O=C(Nc1cccnc1)c1cc([N+](=O)[O-])ccc1Cl	-15	0	2	-13	-5
29	CCC1(C)Cc2ccccc2-c2nc(NCCO)n(-c3ccccc3)c(=O)c21 (stereo not given)	-16	-4	-3	-11	-23
30	Cc1sc2nc(-c3cccnc3)nc(Cl)c2c1-c1ccccc1	-29	-1	-8	-1	-6

no.	14-3-3 Bad inh	zVAD death inh	Hck Nef HTS	p47phox inh
21	-6	1.2	-10	-6
22	-8	0.0	-5	0
23	-4	0.2	-46	5
24	-2	-0.7	5	-2
25	-10	0.3	6	3
26	-9	-1.0	2	-1
27	-1	1.5	2	-9
28	2	13	18	-4
29	-2	-0.3	4	-15
30	-21	2.4	2	-55

A section taken from the entries so far:
no.	SMILES	EBV gp42 inh	Runt-CBFb FRET	Runt-SMMHC FRET	MDM2 E3 inh	TbHK1 inh
25	COc1cccc(OC)c1C1=NC(C)(C)CO1	5	1	-2	-4	6
26	CCOC(=O)C1=C(CSc2nccn2C)NC(=O)NC1c1ccc(OC)cc1 (stereo not given)	-4	-3	-1	-14	0
27	COc1ccccc1-c1cc(C(=O)N/N=C/c2sccc2C)c2ccccc2n1	-2	-1	0	7	-18
28	O=C(Nc1cccnc1)c1cc([N+](=O)[O-])ccc1Cl	-15	0	2	-13	-5
29	CCC1(C)Cc2ccccc2-c2nc(NCCO)n(-c3ccccc3)c(=O)c21 (stereo not given)	-16	-4	-3	-11	-23
30	Cc1sc2nc(-c3cccnc3)nc(Cl)c2c1-c1ccccc1	-29	-1	-8	-1	-6

no.	14-3-3 Bad inh	zVAD death inh	Hck Nef HTS	p47phox inh
25	-10	0.3	6	3
26	-9	-1.0	2	-1
27	-1	1.5	2	-9
28	2	13	18	-4
29	-2	-0.3	4	-15
30	-21	2.4	2	-55

Results in MDM2 E3 inh and zVAD death inh (2 entries from above):
nr	SMILES	MDM2 E3 inh	zVAD death inh
22	N[C@@H](Cc1ccc(O)cc1)c1nnc([C@H](CO)NC(=O)C2CCNCC2)o1	x	0.0
23	Cc1cc(C(=O)N/N=C/c2ccc[nH]2)no1	-10	0.2

Other compounds follow:
no.	SMILES	EBV gp42 inh	Runt-CBFb FRET	Runt-SMMHC FRET	MDM2 E3 inh	TbHK1 inh
31	COc1ccc2nc(NC(=O)CSc3nnc4n3C(C)(C)Cc3ccccc3-4)sc2c1	-7	-1	1	-5	6
32	CCCN(CCC)C(=O)c1cc2c(=O)[nH]c3ccc(C)cc3c2s1	11	-3	-3	0	-8
33	O=C(CN1CCN(C(c2ccccc2)c2ccccc2)CC1)Nc1ccc(N2CCOCC2)cc1	-3	-3	-2	-15	-7
34	CC1=CC(=O)c2ccccc2C1=O	-7	8	5	x	2
35	COc1ccc(C2Nc3ccccc3C(=O)N2c2ccccc2)cc1CSc1ccccn1 (stereo not given)	9	2	4	-14	1
36	COc1cccc(NC(=S)N(Cc2ccco2)C(C)c2ccco2)c1 (stereo not given)	6	5	2	-15	-7
37	CCC(C)NC(=O)Cn1cnc2sc(C)c(S(=O)(=O)N3CCN(c4ncccn4)CC3)c2c1=O (stereo not given)	5	2	1	-9	-8
38	CCOC(=O)c1sc2nc(CC(=O)OC)nc(NCCN(CC)CC)c2c1C	-15	0	0	-9	-15
39	COCc1ccc(CN2CCCC(CCC(=O)NCc3ccc(C)o3)C2)o1 (stereo not given)	4	2	2	-20	-9
40	Clc1ccc(OCc2nn3c(-c4ccco4)nnc3s2)c(Cl)c1	-15	17	8	2	0

no.	14-3-3 Bad inh	zVAD death inh	Hck Nef HTS	p47phox inh
31	-17[fluorescence artefact?]	0.2	0	-3
32	11	1.4	7	13
33	-8	0.8	17	0
34	1	0.5	-4	7
35	3[fluorescence artefact?]	0.1	0	-11
36	-17	-0.6	2	-9
37	1	-0.6	21	-2
38	x	-0.2	-2	-11
39	-1	-0.6	2	-2
40	21	-0.1	11	7

The list goes on:
no.	SMILES	EBV gp42 inh	Runt-CBFb FRET	Runt-SMMHC FRET	MDM2 E3 inh	TbHK1 inh
41	COc1ccc2ccccc2c1/C=N/N1C(=O)CSC1=S	-10	7	-4	-11	-8
42	COc1ccc(-c2noc(CSc3nc4sc(C)c(C)c4c(=O)n3-c3ccccc3)n2)cc1	-4	3	1	8	-23
43	O=c1[nH]c2ccccc2n2c(-c3ccncc3)nnc12	-9	-2	-3	-6	-9
44	N#CC1(c2ccccc2)CCC(=O)N1Cc1ccccc1 (stereo not given)	-21	1	-2	-13	-6
45	O=C(CN(CCc1ccccc1)C(=O)CN1C(=O)COc2ccccc21)NCc1ccco1	-6	0	-1	1	2
46	CCN(CC)CCCN(Cc1cc2cc(OC)ccc2[nH]c1=O)C(=O)Nc1ccc(F)cc1	-15	0	3	-19	-11
47	CCCCNC(=S)N/N=C/c1sccc1C	-18	0	-1	-22	-21
48	CCOc1ccc(CCNC(=O)CSc2cc(=O)n(CC)c3ccccc23)cc1OCC	-3	-2	-4	0	-12
49	O=C(CSc1nc2scc(-c3ccccc3)c2c(=O)[nH]1)NC1CCCCC1	-8	0	-6	-9	7
50	Nc1nonc1C(=O)NCCNCc1ccccc1	4	-1	-1	-71	-8
51	Cn1cc(C(=O)c2ccc(F)cc2)cc1-c1nc2ccccc2n1C	-3	0	1	-15	-8
52	Cc1ccc(/C=N/NC(=O)c2cccnc2)s1	-11	1	0	-9	-67
53	CC(C)(C)/C=N/NC(=O)C1CC1	-15	1	-1	-17	-3

no.	14-3-3 Bad inh	zVAD death inh	Hck Nef HTS	p47phox inh
41	-11	0.8	16	-89
42	-41	0.0	9	-34
43	-7[fluorescence artefact?]	0.2	0	-12
44	2	-0.2	13	-14
45	-2	0.0	1	-8
46	5	-0.4	0	0
47	-16	1.0	20	-8
48	5[fluorescence artefact?]	0.1	4	2
49	5	-0.6	-4	-1
50	2	-0.7	-1	-6
51	3	0.1	0	-3
52	3	0.4	13	7
53	4	0.3	-3	-5

Assay outcomes deposited in PubChem BioAssay by several laboratories.
